# MOR-DOR inv ag: inverse agonists of MOR-DOR heterodimerization, primary screen, cell-based, luminescence | Mu-type opioid receptor (Homo sapiens) + Delta-type opioid receptor (Homo sapiens), … | cell-based MOR-DOR heterodimer luminescence, inverse agonism | inhibition, % at 9.3 µM | actives 0.21% (n = 340,000) | AID 504357, 2011; in the data active means inhibition above about 22%, passing the limit was not always enough;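 further: 0% = cells with DMSO and 100% = wells without cells with DMSO; values of inactives mirror those of a sister screen read the other way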
# Target sequence (P35372 whole entry, looked up): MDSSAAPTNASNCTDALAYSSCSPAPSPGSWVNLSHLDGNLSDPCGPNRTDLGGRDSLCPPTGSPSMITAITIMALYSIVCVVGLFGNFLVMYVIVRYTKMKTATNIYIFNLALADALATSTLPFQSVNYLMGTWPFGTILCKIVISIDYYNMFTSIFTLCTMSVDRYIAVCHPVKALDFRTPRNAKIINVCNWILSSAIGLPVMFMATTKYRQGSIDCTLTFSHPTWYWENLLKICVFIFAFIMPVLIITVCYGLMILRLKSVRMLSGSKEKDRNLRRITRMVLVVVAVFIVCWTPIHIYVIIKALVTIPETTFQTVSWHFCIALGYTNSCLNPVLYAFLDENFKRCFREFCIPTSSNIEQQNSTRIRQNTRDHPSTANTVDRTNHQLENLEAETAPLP
# Target sequence (P41143 whole entry, looked up): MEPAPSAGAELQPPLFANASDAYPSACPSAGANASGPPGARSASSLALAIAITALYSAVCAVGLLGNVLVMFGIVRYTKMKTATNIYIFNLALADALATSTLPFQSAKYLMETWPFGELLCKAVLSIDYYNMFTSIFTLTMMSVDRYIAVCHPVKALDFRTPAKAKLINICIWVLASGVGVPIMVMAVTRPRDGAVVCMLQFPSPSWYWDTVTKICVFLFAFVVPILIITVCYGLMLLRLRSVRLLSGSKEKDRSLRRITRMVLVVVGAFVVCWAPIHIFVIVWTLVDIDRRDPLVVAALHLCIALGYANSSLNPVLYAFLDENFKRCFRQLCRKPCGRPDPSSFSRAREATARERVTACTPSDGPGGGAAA
# phage Ecoli inh: growth loss of phage-infected E. coli, primary screen, RecBCD inhibitor project, absorbance, with phage, HTS; inhibition, % at 11.9 µM; AID 651602, 2012; actives 0.26% (n = 360,000); in the data active means inhibition above about 11%
# DSG3 Ab inh: inhibitors of pemphigus antibody binding to DSG3, primary screen, biochemical, bead-based, flow cytometry, scFv-GFP. Desmoglein-3 (Homo sapiens), P32926. DSG3-coupled beads, scFv-anti-DSG3-GFP binding; active compounds read low. binding (percent of control), % at 10 µM. actives 0.48% (n = 310,000). AID 588358, 2011;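 active means binding more than 3 SD below its plate's average and above zero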;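 further: hits lower antibody fragment binding to DSG3; some compounds called inactive have numbers as strong as hits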
# AddAB inh: growth inhibition of E. coli expressing H. pylori AddAB, primary screen, AddAB inhibitor project, absorbance. actives 0.29% (n = 330,000). inhibition, % at 11.9 µM; in the data active means inhibition above about 12%;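 further: 0% = vehicle wells of infected cells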
# Tat export inh: E. coli Tat export inhibitors, primary screen, MC4100, TorA-mCherry reporter, fluorescence, single point. inhibition, % at 10 µM. actives 0.036% (n = 340,000). AID 488895, 2010;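 active means mean replicate inhibition at least 50% and at least half of replicates individually reaching 50%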;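 further: exported cargo escapes ClpAP degradation while cytoplasmic cargo is degraded and loses fluorescence; 0% = median of neutral control wells and 100% = median of NaSCN control wells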
# Ecoli viability: E. coli V3065 growth inhibition, primary screen, counter-screen for AddAB inhibitor project, absorbance, OD600 | 18 h | inhibition, % at 11.9 µM | actives 0.27% (n = 330,000) | AID 449728, 2010;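 active means inhibition above the campaign's mean inhibition across all tested compounds plus 3 SD, cut at about 9.9% in these data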;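 further: uninfected addAB+ strain grown without phage in ampicillin broth; 0% = DMSO wells and 100% = ciprofloxacin 0.95 µg/ml wells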
# Arr AP2 block: inhibitors of beta-arrestin/AP2 binding, primary screen, biochemical, GPCR trafficking, flow cytometry | AID 504490, 2011 | actives 0.31% (n = 340,000) | inhibition, % at 10 µM | FITC-arrestin peptide / GST-AP2 beads; AP2 beta2 appendage carries R879A mutation | beta-arrestin 1 C-terminal peptide binding to AP2 beta2-adaptin appendage (human);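 active means inhibition above a set limit, near 3 SD of compounds lacking own fluorescence, cut at about 54% in these data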;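 further: plate controls were DMSO wells for no effect and 5 µM unlabelled arrestin peptide for full effect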
#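 System: GST-tagged AP2 beta2-adaptin appendage (R879A) on 4 µm glutathione beads / Reagent: FITC-arrestin peptide, 50 nM / Detection: HyperCyt-sampled flow cytometry, FL1 channel, ex 488/em 535 nm / Timing: 12 min plus 1 h, RT / Buffer or medium: PBS plus Tween 20 (0.05%) and BSA (0.1%)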
# PKA-R1A activ: activators of PKA-R1A holoenzyme, primary screen, biochemical, fluorescence polarization, Cy5-IP20, bovine R1A, mouse PKAc. cAMP-dependent protein kinase type I-alpha regulatory subunit (Bos taurus) + …. PKA-R1A dissociation; scaled: DMSO 0%, 113 µM cGMP 100%. activation, % at 11.4 µM. actives 0.083% (n = 340,000). AID 504707, 2011;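 active means percent activation above the mean of all tested compounds plus 3 SD, cut at about 19% in these data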;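 further: higher means more PKAc released from R1A so a rise in polarization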
# Mot1-301 SUMO: yeast Mot1-301 growth rescue at high temperature, primary screen, SUMOylation pathway inhibitor project, S. cerevisiae, ATP luminescence, 38.5C | actives 1% (n = 320,000) | growth rescue, % at 18.8 µM | S. cerevisiae Mot1-301 growth rescue; percent above DMSO median, 100 means doubled | AID 2716, 2010;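 active means every valid replicate shows activation above 250% relative to neutral control wells; inactive means the rest, any valid replicate at or below 250%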;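 further: OY570 slx delta 5 strain wells were the positive control but not used for scaling; some compounds called inactive have numbers as strong as hits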
# PfHsp90 set2: growth inhibition of PfHsp90-expressing yeast, primary screen, antimalarial PfHsp90 inhibitor project, S. cerevisiae, BacTiter-Glo luminescence, single point, set 2. actives 0.32% (n = 310,000). inhibition, % at 9.4 µM. AID 504621, 2011. BacTiter-Glo ATP, 48 h; yeast lacking PDR1 and PDR3 efflux regulators;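 active means every replicate shows inhibition above about 80%, whatever the replicate mean, limit read from the data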;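 further: 0% = DMSO neutral controls and 100% = 20 µM radicicol positive controls; yeast relying on Plasmodium falciparum Hsp90 in place of its own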
# MOR-DOR ag: agonists of OPRM1-OPRD1 heterodimerization, primary screen, cell-based, luminescence; Mu-type opioid receptor (Homo sapiens) + Delta-type opioid receptor (Homo sapiens), …; cells; activation, % at 9.3 µM; actives 0.3% (n = 340,000); in the data active means activation above about 18%;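 further: 0% = vehicle-treated cells and 100% = reference agonist; values of inactives mirror those of a sister screen read the other way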
# * = called active by the depositor; nt = not tested or not shown. This is a random part of the collection; 2.8% or so of the library scored in one or more.
SMILES,MOR-DOR inv ag,phage Ecoli inh,DSG3 Ab inh,AddAB inh,Tat export inh,Ecoli viability,Arr AP2 block,PKA-R1A activ,Mot1-301 SUMO,PfHsp90 set2,MOR-DOR ag
COc1ccc(CN2CCN(Cc3ccc(CO)o3)CC2CCO)cc1C (stereo not drawn),3,-1.2,116,-1.0,13,3.2,13,-2,-11,-15,-0.6
Cc1cccc(OCC(=O)NNC(=O)CSc2ncc(C#N)c(N)n2)c1,4,1.6,97,2.4,1,1.7,20,-9,-1,9,-0.8
CSc1nsc2nc(=O)c(/C=C3\C(C)=Nc4ccccc43)c(N)n12,13,-0.8,107,nt,15,nt,-12,-3,nt,-39,-2.3
COC(=O)CSc1cc(C)nc2ccc(OC)cc12,0,1.2,105,-1.2,1,-3.8,11,-1,16,-3,-0.1
CSc1ccc(/C=N/n2c(C)cc(C)cc2=O)cc1,-6,1.3,103,1.7,0,1.0,0,10,-5,nt,1.2
C=CCN1C(=O)CS/C1=N/c1nccs1,9,2.8,94,2.0,2,1.3,25,6,44,-58,-1.6
CCOc1ccc(-n2c(-c3ccc(Br)cc3)c[n+]3c2CCCCC3)cc1,4,4.9,130,0.3,7,-3.3,-60,-5,1,11,-0.7
COc1ccccc1N1CCN(S(=O)(=O)c2cc(C(F)(F)F)cc(C(F)(F)F)c2)CC1,1,2.5,111,-0.3,-9,0.3,-10,0,0,14,-0.2
CC(=C/c1ccccc1)/C=N/N1CCN(Cc2ccc(C)cc2)CC1,12,-0.4,96,3.1,4,1.4,-3,1,139,-3,-2.4
CC(=O)c1nn(-c2cccc(Br)c2)cc1C(=O)c1ccccc1,-12,1.4,97,2.3,-7,-1.1,16,-4,11,-1,2.5
CCN(Cc1ccc2c(c1)OCO2)C(=O)/C=C/c1cccc(Br)c1,-21,2.7,89,0.3,3,-3.3,-8,-13,133,-13,2.6
C=C(C)C(=O)N1CC2(CC(c3cccc(NC(=O)c4ccccc4)c3)=NO2)C[C@@H]1C(N)=O (stereo partly drawn),3,1.4,102,0.9,-6,0.3,3,2,-7,18,-0.6
COc1cccc(/C=N/NC(=O)c2cc3c(OC)c(OC)ccc3[nH]2)c1OC,-2,2.6,102,nt,0,nt,1,-4,nt,15,0.3
COC(=O)Nc1ccc(S(=O)(=O)N(CCO)CC(F)(F)C(F)F)cc1,-13,2.3,103,3.1,-9,-2.7,-1,3,-36,nt,2.3
Cc1cc(O)c(NC(=O)c2ccc(Br)o2)cc1C,6,4.8,109,4.4,-12,3.8,29,-3,-24,nt,-1.3
CCOc1ccc(Oc2c(C)oc3cc(O)ccc3c2=O)cc1,16,2.2,103,2.1,-3,0.8,3,-4,-13,14,-2.9
C[C@H](NC(=O)c1nc[nH]c1C(=O)NCC(=O)OC(C)(C)C)C(=O)OCc1ccccc1,4,1.3,107,3.4,1,-1.1,19,0,-4,-2,-0.7
COC(=O)C1=C(C)N(C)C(=O)/C1=C\c1cccs1,19,4.0,nt,0.6,0,-2.9,-3,-7,1,11,-4.1
CC(C)(SC(=S)N1CCOCC1)C(=O)O,21,3.3,105,0.8,-7,-1.3,16,-9,2,-15,-3.6
CC(=O)c1cc(-c2ccccc2)n(CC(=O)NC2CCCC2)c1C,8,2.6,96,-1.3,-3,-4.5,9,-11,-13,nt,-1.5
O=C(COC(=O)CSc1cc(Cl)ccc1Cl)NCc1ccc2c(c1)OCO2,3,4.2,101,3.8,10,1.3,-9,-9,6,6,-0.5
COc1cccc(N=C2SC(C(=O)Nc3ccc(F)cc3)CC(=O)N2C)c1 (stereo not drawn),-11,-1.5,106,0.9,-2,1.2,10,-8,12,-20,1.9
CN1CCN(CCP(=O)(c2ccccc2)c2ccccc2)CC1,5,1.6,95,2.5,8,0.0,14,8,-6,-8,-1.1
COCCOC(=O)c1c(C)oc2ccc(OC(=O)c3cccs3)cc12,-3,2.5,102,0.7,2,-2.0,1,2,55,nt,0.7
CCN(C(=O)CN1CCN(C)CC1)c1c(N)n(Cc2ccccc2)c(=O)[nH]c1=O,6,3.0,105,-0.1,-1,-0.5,-3,3,-3,13,-1.6
O=C(NNc1ccc([N+](=O)[O-])cc1)C1CC2CCCC(C1)C2=O (stereo not drawn),10,3.1,99,-0.2,-1,-1.9,-3,6,17,-2,-1.9
Cc1oc(-c2cccc(Cl)c2)nc1CS(=O)(=O)CC(=O)NC1CC1,-3,1.3,111,1.4,11,0.1,15,-2,-1,-17,0.5
Cc1c(C(=O)OCC(=O)N(C)CC(=O)Nc2ccc(F)cc2)oc2ccccc12,10,1.1,100,2.0,-1,0.5,-2,4,-10,-2,-2.6
COC(=O)Cc1ccc(OCC(=O)NC2CCCC2)cc1,4,3.2,98,nt,3,nt,25,-8,nt,nt,-0.7
Cc1cc(C)c2[nH]c(=S)cc(C)c2c1,15,1.0,nt,1.1,3,-1.8,22,-15,-5,5,-2.5

# Gathered by group, those above containing an aryl thioether with sulfur outside any ring (5)
SMILES,MOR-DOR inv ag,phage Ecoli inh,DSG3 Ab inh,AddAB inh,Tat export inh,Ecoli viability,Arr AP2 block,PKA-R1A activ,Mot1-301 SUMO,PfHsp90 set2,MOR-DOR ag
Cc1cccc(OCC(=O)NNC(=O)CSc2ncc(C#N)c(N)n2)c1,4,1.6,97,2.4,1,1.7,20,-9,-1,9,-0.8
CSc1nsc2nc(=O)c(/C=C3\C(C)=Nc4ccccc43)c(N)n12,13,-0.8,107,nt,15,nt,-12,-3,nt,-39,-2.3
COC(=O)CSc1cc(C)nc2ccc(OC)cc12,0,1.2,105,-1.2,1,-3.8,11,-1,16,-3,-0.1
CSc1ccc(/C=N/n2c(C)cc(C)cc2=O)cc1,-6,1.3,103,1.7,0,1.0,0,10,-5,nt,1.2
O=C(COC(=O)CSc1cc(Cl)ccc1Cl)NCc1ccc2c(c1)OCO2,3,4.2,101,3.8,10,1.3,-9,-9,6,6,-0.5

# Next part.
SMILES,MOR-DOR inv ag,phage Ecoli inh,DSG3 Ab inh,AddAB inh,Tat export inh,Ecoli viability,Arr AP2 block,PKA-R1A activ,Mot1-301 SUMO,PfHsp90 set2,MOR-DOR ag
CC(=O)Nc1ccc(NC(=O)C(C)OC(=O)CNS(=O)(=O)c2cccc(Cl)c2)cc1 (stereo not drawn),7,2.8,95,1.8,-10,0.5,-27,10,-6,1,-1.4
COc1ccccc1N1CCN(/N=C/C=C/c2ccccc2[N+](=O)[O-])CC1,11,2.5,110,0.6,17,-0.7,-5,-3,0,5,-2.1
C=CCOC(=O)C(=O)/C=C/c1c(C)n(C)n(-c2ccccc2)c1=O,0,1.5,110,2.3,-11,0.3,4,-11,-19,-2,0.1
CC(C)(C)c1ccc(S(=O)(=O)Nc2cccnc2)cc1,9,3.5,97,-2.1,7,-1.3,4,-2,68,6,-1.7
COc1cc(/C=C/C(=O)OCC(=O)NC(=O)C2COc3ccccc3O2)ccc1OC(F)F (stereo not drawn),-33,2.2,130,-1.0,-6,0.4,-4,-1,-3,-10,6.4
COc1cccc(C(=O)Nc2ccc3c(cc2=O)[C@@H](NC(C)=O)CCc2cc(OC)c(OC)c(OC)c2-3)c1,-6,nt,101,-1.5,4,-3.0,-8,-6,62,-19,1.3
CCOc1ccc(N2C(=O)CC(N(CCc3ccc(S(N)(=O)=O)cc3)C(C)=O)C2=O)cc1 (stereo not drawn),16,2.1,102,0.3,6,-0.1,35,0,2,5,-3.2
Cc1ccc(NC(=O)OCCN2CCN(Cc3ccccc3)CCC2=O)cc1,5,3.3,103,1.3,20,-1.9,1,-17,6,-12,-0.9
NC(=O)C1CCN(C(=O)CN(c2cccc(Cl)c2)S(=O)(=O)c2ccccc2)CC1,2,1.4,106,4.0,-1,0.7,4,12,4,2,-0.3
O=C(Nc1ccc(F)cc1)C1CCCO1 (stereo not drawn),-3,2.6,104,4.2,-2,-2.5,4,3,-3,-11,0.4
CCCSc1nsc(N)n1,-4,3.9,100,1.7,1,-0.9,5,9,27,18,0.8
CCNC(=S)N/N=C(\C)c1ccc2ccccc2c1OC(F)F,-11,-0.9,108,-2.0,6,-0.9,-6,-10,58,-1,2.4
COc1cc(NC2c3ccccc3C(=O)N2Cc2ccccc2Cl)cc(OC)c1OC (stereo not drawn),11,0.6,100,1.1,-5,-1.7,-14,1,61,-6,-2.1
CN(Cc1ccccc1F)C(=O)COc1ccc(C(=O)c2ccccc2)cc1,-11,1.1,114,3.7,-13,1.1,-10,8,102,6,1.3
O=C(Nc1cccc(Cl)c1)OCc1cn(-c2ccccc2)nn1,9,4.2,98,0.7,-2,-0.7,5,-9,1,-8,-1.8
O=C(CN1CCN(C(=O)CNC(=O)c2ccc3c(c2)OCO3)CC1)Nc1ccc(F)cc1,1,3.0,142,2.2,-8,0.9,2,-5,-15,-10,-0.2
O=C(Nc1ccc2c(c1)OCCO2)c1cccnc1Oc1ccc(Cl)cc1,10,1.2,nt,-1.1,6,-1.7,6,-4,-8,13,-2.1
O=C(OCCCOC(=O)c1cc[n+]([O-])cc1)c1cc[n+]([O-])cc1,9,1.4,101,-0.1,-15,0.1,45,5,-5,1,-1.6
Cc1cc2nc(C)n(CCCNC(=O)Nc3ccccc3)c2cc1C,4,3.2,108,2.5,-6,-0.1,16,-9,2,-3,-0.7
N#Cc1ccc(S(=O)(=O)N2CCN(CC(=O)NCC3(N4CCOCC4)CCCCC3)CC2)cc1,-13,1.6,105,1.4,3,-3.8,19,-1,10,1,3.2
Cc1c(N2C(=O)C(=O)/C(=C(/O)c3ccc(Br)cc3)C2c2cccnc2)c(=O)n(-c2ccccc2)n1C (stereo not drawn),17,1.8,96,-2.6,4,-1.0,3,3,12,1,-3.0

# Bioassay records as filed in PubChem.
